PME-1 primary = PME-1 inhibitors via competitive probe labeling, primary screen, biochemical, fluorescence polarization, FP-Rh probe, HTS; Protein phosphatase methylesterase 1 (Homo sapiens), Q9Y570; recombinant PME-1; inhibition, % at 5.9 µM; 0.53% of 320,000 active; AID 2130, 2009;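 active = inhibition above the campaign mean of all compounds plus 3 SD, cut at about 26% in these data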;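 also: competitive labeling of PME-1 active site by serine hydrolase directed probe; 0% = PME-1 with DMSO and 100% = wells lacking PME-1 enzyme; inhibitors block probe labeling so polarization falls and inhibition rises; many of its hits are not listed in these tables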
PAFAH1B2 FP inh = PAFAH1B2 enzyme inhibitors, primary screen, biochemical, fluorescence polarization, human; recombinant PAFAH1B2, FP-rhodamine activity probe; inhibition, % at 3.39 µM; 1.2% of 340,000 active;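 active = inhibition above the mean of all tested compounds plus 3 SD, cut at about 24% in these data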;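 also: 0% = enzyme with DMSO and 100% = wells lacking PAFAH1B2; many of its hits are not listed in these tables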
GSTO1 counter = inhibitors of recombinant GSTO1, primary screen, counter-screen for RBBP9 inhibitor project, biochemical, fluorescence polarization | Glutathione S-transferase omega-1 (Homo sapiens), P78417 | activity-based probe fluorescence polarization | inhibition, % at 5.96 µM | 1.1% of 300,000 active | AID 1974, 2009;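 active = inhibition above the campaign mean inhibition plus 3 SD, cut at about 35% in these data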;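 also: 0% = GSTO1-1 with DMSO and 100% = wells lacking GSTO1-1 enzyme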
PAFAH1B3 inh = PAFAH1B3 enzyme inhibitors, primary screen, biochemical, fluorescence polarization, human | Platelet-activating factor acetylhydrolase IB subunit alpha1 (Homo sapiens), Q15102 | recombinant PAFAH1B3, FP-rhodamine probe | inhibition, % at 3.39 µM | 0.28% of 340,000 active | AID 492972, 2010;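 active = inhibition above the screen-wide average of all tested compounds plus 3 SD, cut at about 25% in these data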;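 also: 0% = enzyme with DMSO only and 100% = wells lacking PAFAH1B3 protein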
PAD4 FP inh = human PAD4 inhibitors, primary screen, biochemical, fluorescence polarization, 1536-well format | Protein-arginine deiminase type-4 (Homo sapiens), Q9UM07 | recombinant PAD4, RCA probe fluorescence polarization | inhibition, % at 6.36 µM | 0.41% of 330,000 active | AID 485272, 2010;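 active = percent inhibition above a cutoff equal to the mean of all tested compounds plus 3 SD, cut at about 15% in these data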;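 also: 0% = PAD4 with RCA probe and DMSO and 100% = probe without PAD4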
Target sequence (Q9UM07 whole entry, looked up): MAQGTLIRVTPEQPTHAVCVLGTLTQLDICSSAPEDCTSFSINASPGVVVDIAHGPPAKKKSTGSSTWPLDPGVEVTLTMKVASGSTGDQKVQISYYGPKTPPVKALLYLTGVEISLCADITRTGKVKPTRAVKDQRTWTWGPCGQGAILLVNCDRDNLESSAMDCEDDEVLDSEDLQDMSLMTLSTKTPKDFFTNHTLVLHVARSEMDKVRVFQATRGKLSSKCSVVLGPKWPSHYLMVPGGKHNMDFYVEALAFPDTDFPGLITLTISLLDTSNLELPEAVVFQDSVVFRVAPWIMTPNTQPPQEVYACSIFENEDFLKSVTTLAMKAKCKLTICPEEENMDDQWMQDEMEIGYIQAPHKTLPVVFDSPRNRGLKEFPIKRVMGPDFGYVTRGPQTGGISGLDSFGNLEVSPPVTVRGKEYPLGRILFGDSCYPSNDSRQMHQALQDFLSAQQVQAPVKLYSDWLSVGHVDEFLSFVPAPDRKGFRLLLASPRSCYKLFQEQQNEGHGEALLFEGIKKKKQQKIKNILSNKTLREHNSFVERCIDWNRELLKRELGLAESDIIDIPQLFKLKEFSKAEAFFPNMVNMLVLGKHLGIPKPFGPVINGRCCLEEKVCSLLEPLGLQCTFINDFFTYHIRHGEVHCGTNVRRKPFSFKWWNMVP
pPAFAH inh = pPAFAH enzyme inhibitors, primary screen, biochemical, fluorescence polarization, human; recombinant pPAFAH, FP-rhodamine probe fluorescence polarization; inhibition, % at 3.39 µM; 1.5% of 330,000 active; AID 463082, 2010;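 active = inhibition above the mean inhibition across the screen plus 3 SD, cut at about 25% in these data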;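 also: inhibitors block binding of the rhodamine activity-based probe so polarization drops; 0% = enzyme with DMSO and 100% = wells lacking pPAFAH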
PAFAH2 inh = PAFAH2 enzyme inhibitors, primary screen, biochemical, fluorescence polarization, human | 0.99% of 340,000 active | inhibition, % at 3.39 µM | Platelet-activating factor acetylhydrolase 2, cytoplasmic (Homo sapiens), Q99487 | recombinant PAFAH2, FP-rhodamine activity probe;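 active = inhibition above the mean over all tested compounds plus 3 SD, cut at about 30% in these data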;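 also: inhibitors block probe labeling of enzyme so polarization drops; 0% = enzyme with DMSO and 100% = wells lacking PAFAH2 protein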
LYPLA1 counter = LYPLA1 inhibitors, primary screen, counter-screen for PME1 inhibitor project, biochemical, fluorescence polarization, FP-Rh probe ABPP | Acyl-protein thioesterase 1 (Homo sapiens), O75608 | recombinant LYPLA1 | inhibition, % at 5.9 µM | 0.16% of 320,000 active | AID 2174, 2009;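 active = inhibition above the mean of all tested compounds plus 3 SD, set per campaign, cut at about 14% in these data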;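 also: inhibitors block serine hydrolase probe labeling of LYPLA1 so polarization falls; 0% = enzyme with DMSO and 100% = wells lacking LYPLA1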
Target sequence (O75608 whole entry, looked up): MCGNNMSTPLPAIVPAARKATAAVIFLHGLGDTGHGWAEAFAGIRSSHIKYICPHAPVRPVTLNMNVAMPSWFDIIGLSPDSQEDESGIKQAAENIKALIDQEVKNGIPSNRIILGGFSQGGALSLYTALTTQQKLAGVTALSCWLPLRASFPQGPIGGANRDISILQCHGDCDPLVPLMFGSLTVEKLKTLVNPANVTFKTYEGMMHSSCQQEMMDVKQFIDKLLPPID
Fam108B counter = mouse Fam108B serine hydrolase inhibitors, primary screen, counter-screen for RBBP9 inhibitor project, biochemical, fluorescence polarization; recombinant Fam108B, FP-Rh probe fluorescence polarization; inhibition, % at 9.51 µM; 0.33% of 300,000 active;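 active = inhibition above the screen mean inhibition plus 3 SD, computed separately per campaign, cut at about 18% in these data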;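 also: inhibitors lower polarization as less probe binds the enzyme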
Numbers without * were called inactive; . = no result given. Some of the compounds tested, so the mix of outcomes need not match the whole.

SMILES	PME-1 primary	PAFAH1B2 FP inh	GSTO1 counter	PAFAH1B3 inh	PAD4 FP inh	pPAFAH inh	PAFAH2 inh	LYPLA1 counter	Fam108B counter
COc1ccccc1NS(=O)(=O)c1ccc(Br)s1	3	6	-5	-1	3	-2	-1	-3	0
COc1ccc(SCC(=O)c2cc(C)c(OC(=S)N(C)C)c(C)c2)cc1	1	5	1	5	-2	13	3	-2	-2
C=CCSC1=C(C#N)C(c2ccccc2OCC)CC(=O)N1 (stereo not drawn)	0	3	-3	6	-6	-2	-3	2	1
CCN(CC(=O)NCc1ccc(F)cc1)C(=O)c1ccc(C)o1	-1	8	5	2	-2	4	0	-2	2
COc1ccc(C2=NO[C@@H]3C(=O)N(c4cccc(C)c4C)C(=O)[C@H]23)cc1OC	-1	0	-1	-3	8	2	-5	2	2
CCC(C)NC(=O)CN(c1ccc2c(c1)OCO2)S(=O)(=O)c1c(C)n[nH]c1C (stereo not drawn)	4	3	5	8	2	5	-1	2	3
O=C(OCc1ccccc1)N1CCOCCN(C(=O)OCc2ccccc2)CCOCC1	5	0	16	3	6	3	0	-2	4
COC(=O)NCC12CC3CC(C1)CC(CNC(=O)OC)(C3)C2	-7	10	-6	-3	-2	0	8	1	-8
O=C1CSc2ccc(C(=O)O)cc2N1	1	-1	8	15	-3	-2	5	-1	1
CCCCC(=O)OCC(=O)c1ccc(OCC)cc1	-3	-3	3	-2	-1	6	8	0	0
COC(=O)CC1Oc2ccccc2N(Cc2ccc(C)cc2)C1=O (stereo not drawn)	-3	4	0	5	-9	5	1	0	3
O=S(=O)(c1ccc(F)cc1)N1CCc2ccccc21	11	-7	1	-11	1	1	-38	2	-2
O=C(CCC(=O)N(CC(=O)NC1CCCCC1)Cc1ccco1)Nc1nccs1	-6	8	11	0	-2	6	-3	-3	4
CN=C(C)/C(C(=O)OC)=C(/O)c1ccc(Cl)cc1Cl	-4	2	2	7	2	-2	-3	2	1
CC1=C(C#N)C(c2cccnc2)C2=C(CCCC2=O)N1 (stereo not drawn)	-2	7	-4	-7	-3	-3	1	-4	3
CCc1nnc(NC(=O)CN2CCN(Cc3ccccc3C)CC2)s1	-2	3	-1	0	1	-2	1	4	0
COc1ccc(C(C(=O)NC2CCCC2)N(C(=O)c2ccoc2C)c2cc(C)cc(C)c2)cc1 (stereo not drawn)	-2	0	5	0	-4	2	-6	-3	1
CSc1ccc(S(=O)(=O)NCCSC(C)(C)C)cc1	-5	8	8	-3	0	28*	14	-2	2
O=C(N/N=C/c1cc(Br)c(O)c(Br)c1O)c1cccnc1	4	5	23	8	-6	19	11	6	4
COc1ccc(NC(=O)CN2C(=O)c3cccc4cccc2c34)cc1OC	-1	7	4	-8	-1	-1	16	-2	-3

Part of the list above, in CSV form:
Compound,PME-1 primary,PAFAH1B2 FP inh,GSTO1 counter,PAFAH1B3 inh,PAD4 FP inh,pPAFAH inh,PAFAH2 inh,LYPLA1 counter,Fam108B counter
O=C(OCc1ccccc1)N1CCOCCN(C(=O)OCc2ccccc2)CCOCC1,5,0,16,3,6,3,0,-2,4
CSc1ccc(S(=O)(=O)NCCSC(C)(C)C)cc1,-5,8,8,-3,0,28*,14,-2,2
COc1ccc(NC(=O)CN2C(=O)c3cccc4cccc2c34)cc1OC,-1,7,4,-8,-1,-1,16,-2,-3
O=C1CSc2ccc(C(=O)O)cc2N1,1,-1,8,15,-3,-2,5,-1,1

(continued)
SMILES	PME-1 primary	PAFAH1B2 FP inh	GSTO1 counter	PAFAH1B3 inh	PAD4 FP inh	pPAFAH inh	PAFAH2 inh	LYPLA1 counter	Fam108B counter
OC(CN1CCOCC1)c1ccc(F)cc1 (stereo not drawn)	4	-2	-3	5	-3	6	-4	0	0
O=C(NCc1ccco1)c1cc(-c2cccnc2)nc2ccc(Cl)cc12	-7	1	-18	-3	6	4	-6	-7	-4
O=C(Nc1cccn(Cc2c(Cl)cccc2Cl)c1=O)c1ccc(Cl)cc1Cl	-6	2	-14	5	2	0	7	-3	-5
COC(=O)CCS(=O)(=O)c1cc(Cl)ccc1Cl	-10	1	-2	5	2	4	4	0	2
O=C(CSc1cn(Cc2ccccc2)c2ccccc12)NCc1ccc(F)cc1	-5	-3	-2	1	3	7	1	0	0
Cc1nn(-c2ccccc2)c(N2CCCC2)c1/C=N/NC(=O)c1cc(-c2ccccn2)nc2ccccc12	0	1	-4	1	-2	3	-4	-9	2
COc1ccc(NC(=O)CSc2nnc3n2CCCCC3)cc1S(=O)(=O)N1CCOCC1	6	7	.	9	-7	3	1	-2	.
CO/N=C\CC(=O)Nc1ccc(Oc2ccccc2)cc1	-7	1	4	5	-2	7	5	-2	-1
O=C(Cn1cnc2ccccc21)c1ccc(Br)cc1	-1	0	-4	0	-7	-5	-2	3	-1
CN1CCCc2cc(C#N)c(=O)[nH]c21	-1	3	0	6	-3	3	-2	2	0
COc1ccc(C(=O)C(=O)c2ccc(OCCO)cc2)cc1	-6	-1	2	5	-1	-4	-1	1	-2
CCCN(CCC)CC(O)CN(c1ccccc1)S(=O)(=O)c1ccc(C)cc1 (stereo not drawn)	-3	-4	0	3	-3	-3	-8	1	5
COc1ccccc1C(=O)Nc1ccnn1C1CCN(C/C=C/c2ccc(F)cc2)CC1	5	-1	0	-6	-3	6	-3	3	5
O=C(CSc1nncn1-c1ccccn1)Nc1ccccc1Cl	-3	2	4	7	-3	5	5	2	-2
CSc1ncc(-c2ccc(Cl)cc2)[nH]1	1	7	3	5	2	3	0	2	5
CCc1nn2c(=O)cc(CSc3nc(C)cc(=O)[nH]3)nc2s1	6	3	3	4	3	8	6	-1	4
CC1CCN(C(=S)NC(=O)c2ccccc2Br)CC1	2	3	6	4	2	0	1	-1	5
O=C(CCc1nnc(CCCCc2ccccc2)o1)NCCN1CCCCC1=O	4	-1	3	7	2	4	-1	-1	6
O=C(NCC1CCCO1)c1ccc(Br)c(S(=O)(=O)N2CCOCC2)c1 (stereo not drawn)	1	3	.	7	1	-2	-8	0	.
CC(C)(O)C#Cc1ccc(CN2CCN(C3CCCC3)C(CCO)C2)cc1 (stereo not drawn)	4	5	-3	9	2	5	-4	2	1
Cc1ccccc1NC(=O)CCC(=O)N/N=C/c1cc([N+](=O)[O-])ccc1O	2	3	4	-2	-2	2	5	-5	-1
NC(=O)COC(=O)c1ccccc1OCc1ccccc1Cl	5	3	-1	6	-3	1	1	1	2
Cc1sc(NC(=O)c2cccc(N3C(=O)CCC3=O)c2)nc1-c1ccccc1	1	0	-21	5	-7	16	1	-10	-1
CCN(CC)CC(=O)Nc1ccc(-c2nc3cc(NC(=O)CN(CC)CC)ccc3o2)cc1	-5	-6	-35	-3	-4	-2	-2	-4	2
Cc1ccc(S(=O)(=O)N2CCC(C(=O)Nc3ccncc3)CC2)cc1	1	9	12	12	2	2	4	1	0
CCOc1cc(CN2CCN(c3cccc(C(F)(F)F)c3)CC2)ccc1O	2	6	0	1	2	4	7	4	1
CC(C)OC(=O)C1Cc2ccccc2CN1S(=O)(=O)c1cccs1 (stereo not drawn)	3	6	4	2	-7	0	-8	0	1
O=C(Nc1ccc(S(=O)(=O)Nc2nccc(C3Cc4ccccc4C(=O)O3)n2)cc1)c1ccccc1 (stereo not drawn)	3	3	3	8	-2	5	-2	0	-2
Cc1sc2ncnc(SCC(=O)c3ccc(Cl)s3)c2c1C	2	.	2	.	5	-5	.	-1	-4
Cc1cccnc1NC(=O)CN1C(=O)c2ccccc2S1(=O)=O	1	2	3	6	-1	5	-3	-2	-3
CSc1nnc(C2CCCN(CC(=O)Nc3ccccc3N3CCOCC3)C2)n1C(C)C (stereo not drawn)	0	6	4	2	-4	1	-1	2	-2
Cc1ccc(S(=O)(=O)Oc2cc(N)c3c(n2)CCC3)cc1	-2	-3	3	0	-1	-5	2	2	-6
Cc1onc(-c2ccccc2Cl)c1C(=O)Nc1ccc(N2CCOCC2)cc1	4	3	0	3	-3	4	-3	-3	3
CCOc1ccc(NC(=O)CCNS(=O)(=O)c2cccs2)cc1	4	2	-4	-1	7	6	-1	1	3
COc1ccccc1-n1cc2c([N+](=O)[O-])cc([N+](=O)[O-])cc2n1	2	9	6	9	-19	8	3	-3	4
CCOc1ccc(OCc2cccc(C(=O)N3CCCC3)c2)cc1	5	3	3	3	3	6	-1	1	-5
O=C(c1csc2ccccc12)n1cccn1	0	5	4	-1	4	4	2	1	1
Fc1ccc(NC(=S)NCCc2ccccn2)cc1	1	0	2	2	1	5	0	-6	-1
COC(=O)C(CCSC)NC(=O)CNS(=O)(=O)c1ccc(Br)cc1 (stereo not drawn)	3	7	2	-3	-12	1	-4	-2	-2
CCCOP(=O)(OCCC)C1(Nc2ccc(C)cc2)CCCCC1	2	5	6	-4	0	2	7	7	5
COc1cc(C2=NOC(C(=O)N3CCOCC3)C2)cc(OC)c1OC (stereo not drawn)	0	4	1	6	-1	-5	-4	3	1
COCCn1c(Cc2ccccc2)nnc1SCc1nc2ccccc2c(=O)[nH]1	-4	0	3	4	-5	3	-8	0	2
O=C1C(=O)N(CNc2cccnc2)c2ccccc21	2	-1	-4	7	4	4	8	-1	3
COc1ccccc1CNC(=O)COC(=O)CNS(=O)(=O)c1ccc(C)cc1	5	2	-7	-1	-1	13	1	0	5
COc1cc(/C=C2/C(=N)N3OC(C)=CC3=NC2=O)ccc1OCCOc1ccc(C)cc1	2	4	0	-5	-5	4	-7	-2	1
COCCNC(=O)c1ccc(C)c(S(=O)(=O)Nc2ccc(C)cc2)c1	1	8	6	7	2	9	-1	0	4
Cc1cc(C)n(-c2nnc3n2N=C(c2c[nH]c4ccccc24)CS3)n1	25	-4	-3	6	0	4	4	4	1
CCOC(=O)C1CCN(C(=O)c2cc(OCC)c(OCC)c(OCC)c2)CC1	4	0	-2	1	2	-3	2	1	4
O=C(C1CCN(S(=O)(=O)c2cccs2)CC1)N1CCc2ccccc2C1	17	0	-1	2	4	1	0	-5	1
COCCNC(=O)CCCn1c(=O)c2ccccc2n(Cc2cccc([N+](=O)[O-])c2)c1=O	-10	2	-8	0	5	7	-8	0	-1
CC(=O)Nc1c(C)ccc(CNC(=O)COc2cc(C)ccc2C)c1C	-5	2	9	2	2	-1	5	-2	-1
CC(C)NC(=S)NNc1ncnc2sc3c(c12)CC(C)(C)OC3	11	.	22	.	2	1	.	-4	0
NC(=O)c1oc2ccccc2c1NC(=O)CCc1ccccc1	-4	11	9	0	0	0	-6	-1	5
CCOc1ccc(S(=O)(=O)Nc2ccc3c(c2)OCO3)cc1	-6	-1	5	5	-2	3	8	-2	0
O=C1CN(C(=O)CNCc2ccccc2Cl)c2ccccc2N1	4	2	-1	3	-3	2	-3	4	5

Compound activity as filed in PubChem.
